# Gal4-VP16 FLuc: Gal4-VP16 reporter inhibition counter-screen; Drosophila S2 Gal4-VP16 UAS-luciferase, luminescence, 20 h; Potency, µM (top dose mostly 53.6 µM), without a hit: at the top dose activity, negative = inhibition, most hits filed as inhibitors; 310,000 compounds, 3.5% hits;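 also: Gal4-VP16 expression switched on by copper sulfate through the metallothionein promoter; potency is read from the fitted curve at half-maximal effect; % is scaled to controls: 0 for no effect and ±100 for the full control effect; nearly all actives have a fitted effect of over 50% in size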
# BRCA1 expr act: activators of BRCA1 expression. MCF7-BRCA1-FFLuc reporter, luminescence, 48 h; response scale: scaled: vehicle 0%, 10 µM genistein 100%. Potency, µM (top dose mostly 46.1 µM), for the others: top-dose activation, most hits filed as activators. 380,000 compounds, 1.1% hits. AID 624202; also: potency is read from the fitted curve at half-maximal effect; nearly all actives have a fitted effect of over 80% in size; some results filed as inactive show a strong effect at the top dose
#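 48 h compound treatment of MCF7-BRCA1-FFLuc cells (phenol-red free MEM, 37 °C), then 15 min with luciferase substrate and luminescence imaging.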
# PKM2 act: increases activity of human pyruvate kinase M2; P14618; Potency, µM (top dose mostly 57.5 µM), inactives show top-dose activation, actives largely listed as activators; AID 1631; purified PKM2, Kinase-Glo ATP luminescence, activation; response scale: 0% is enzyme alone, no compound; 260,000 compounds, 0.34% hits; also: potency is read from the fitted curve at half-maximal effect; % is scaled to controls: 0 for no effect and ±100 for the full control effect; nearly all actives have a fitted effect of over 55% in size
# Target sequence (P14618 whole entry, looked up): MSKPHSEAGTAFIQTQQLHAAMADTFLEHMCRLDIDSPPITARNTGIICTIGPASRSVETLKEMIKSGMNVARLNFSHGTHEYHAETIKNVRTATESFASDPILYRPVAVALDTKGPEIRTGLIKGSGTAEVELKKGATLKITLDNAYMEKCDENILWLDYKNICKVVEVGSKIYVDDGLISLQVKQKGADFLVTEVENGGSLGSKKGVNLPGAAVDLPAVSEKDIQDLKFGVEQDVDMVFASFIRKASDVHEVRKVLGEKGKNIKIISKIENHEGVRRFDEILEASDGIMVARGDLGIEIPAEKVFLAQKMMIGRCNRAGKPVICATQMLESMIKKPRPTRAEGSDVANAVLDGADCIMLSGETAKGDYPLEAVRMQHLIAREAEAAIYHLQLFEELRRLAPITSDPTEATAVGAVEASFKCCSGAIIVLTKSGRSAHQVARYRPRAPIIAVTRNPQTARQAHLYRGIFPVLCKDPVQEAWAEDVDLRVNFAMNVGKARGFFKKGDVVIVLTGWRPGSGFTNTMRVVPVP
#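 Kinase-Glo luminescence reports ATP generated from ADP (0.1 mM) and PEP (0.5 mM) by purified hPK-M2 after 1 h at room temperature, pH 7.2 imidazole buffer; intermediate enzyme activity allows detecting inhibitors and activators.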
# p53 reactivator: re-activators of mutant p53. AID 504706. 320,000 compounds, 0.063% hits. Potency, µM (titrated, usually from 92.2 µM), inactives show top-dose activity change, positive = activation, usual class: activators. H1299 p53-A138V BP100-luciferase reporter, luminescence, 24 h; also: potency is read from the fitted curve at half-maximal effect; % of control where 0% means no effect; nearly all actives have a fitted effect of over 45% in size
#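 p53-null H1299 cells stably carrying temperature-sensitive p53-A138V and a BP100-luciferase reporter were pinned with compounds (4-point, 1:5 series) and held 24 hrs at 37 deg C. Luminescence was read 10 min after detection reagent.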
# RORg inh: ROR gamma (mouse) transcription inhibition. AID 2551. 310,000 compounds, 5.4% hits. Potency, µM (top dose mostly 53.6 µM), without a hit: top-dose activity change, negative = inhibition, most hits filed as inhibitors. Drosophila S2 Gal4-RORgamma UAS-luciferase reporter, 20 h. P51450; also: potency is read from the fitted curve at half-maximal effect; % is scaled to controls: 0 for no effect and ±100 for the full control effect; nearly all actives have a fitted effect of over 60% in size
# Target sequence (P51450 whole entry, looked up, the tested form may be a part): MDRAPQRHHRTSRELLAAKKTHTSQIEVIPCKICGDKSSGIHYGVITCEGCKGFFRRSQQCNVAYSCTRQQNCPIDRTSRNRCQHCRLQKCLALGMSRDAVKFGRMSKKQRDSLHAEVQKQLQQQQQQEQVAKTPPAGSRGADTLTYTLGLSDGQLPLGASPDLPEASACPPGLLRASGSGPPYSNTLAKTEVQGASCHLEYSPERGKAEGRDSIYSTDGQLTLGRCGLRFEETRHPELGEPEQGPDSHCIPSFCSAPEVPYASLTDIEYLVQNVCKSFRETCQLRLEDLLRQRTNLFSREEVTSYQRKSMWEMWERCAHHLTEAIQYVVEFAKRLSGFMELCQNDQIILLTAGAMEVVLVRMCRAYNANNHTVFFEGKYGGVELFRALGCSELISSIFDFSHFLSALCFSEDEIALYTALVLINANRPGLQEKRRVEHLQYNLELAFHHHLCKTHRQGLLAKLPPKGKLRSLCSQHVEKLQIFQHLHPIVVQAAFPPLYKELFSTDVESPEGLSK
#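 Drosophila S2 cells stably expressing Gal4-DBD/mouse RORγ fusion under metallothionein promoter plus UAS-luciferase; compound 1 h, then 700 uM CuSO4 induction for 20 h at ambient temperature; inhibition read as reduced luminescence.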
# NPC1 prom act: NPC1 promoter activation; Potency, µM (series often up to 9.22 µM), inactives show at the highest dose activation, usual class: activators; 320,000 compounds, 2.4% hits; Huh7 NPC1 promoter luciferase reporter, 24 h; AID 485313;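 also: potency is read from the fitted curve at half-maximal effect; % of control where 0% means no effect; nearly all actives have a fitted effect of over 60% in size; reporter is driven by a mutant NPC1 promoter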
#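 Stable NPC1-promoter luciferase Huh7 line; cpd (DMSO) 24 h, 37 °C, 5% CO2; Amplite luciferase reagent 10 min RT; luminescence readout. qHTS format.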
# FLuc modulator: inhibits or activates purified firefly luciferase, miR-21 counter-screen | AID 588342 | P08659 | Potency, µM (titrated, usually from 57.5 µM), without a hit: at the top dose activity change, negative = inhibition, usual class: inhibitors | 360,000 compounds, 6.9% hits | purified FLuc, Km substrates, luminescence inhibition;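 also: potency is read from the fitted curve at half-maximal effect; plate controls were vehicle for no effect and reference inhibitor for full effect; nearly all actives have a fitted effect of over 55% in size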
#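 Purified P. pyralis luciferase, 10 nM final, with Km-level 10 uM D-luciferin and 10 uM ATP in 50 mM Tris acetate pH 7.5, 10 mM Mg acetate, 0.01% Tween-20, 0.05% BSA; 6-point qHTS titration about 60 µM downward; luminescence read.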
# Menin MLL FP TR: menin-MLL binding inhibition, Texas Red mutant peptide. 270,000 compounds, 0.23% hits. O00255. Potency, µM (doses to about 61.6 µM), for the others: top-dose FP activity change, negative = inhibition, hits mostly inhibitors. Menin + Texas Red MLL mutant peptide, fluorescence polarization. AID 1768; active = well fitted inhibition curve with a large enough effect in the polarisation, with a control signal flat, not every such curve was filed as active; inconclusive = small, poorly fitted or top-dose-only effect, or effect the other way, or a change in a side signal; inactive = no such curve, though single readings can be large or run the other way; the % refers to the polarisation; also: potency is read from the fitted curve at half-maximal effect; % of control where 0% means no effect; many of its hits are not listed in these tables
# Rab9 promoter act: activators of Rab9 promoter; Huh7 Rab9 promoter-luciferase reporter, luminescence, 24 h; Potency, µM (doses to about 9.22 µM), for the others: at the highest dose activation, negative = inhibition, actives largely listed as activators; 320,000 compounds, 2.8% hits; also: potency is read from the fitted curve at half-maximal effect; % of control where 0% means no effect; nearly all actives have a fitted effect of over 60% in size
#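 Luminescence from Amplite-detected luciferase (10 minutes, ambient) reports Rab9 promoter activation. Before that, stable Rab9-luciferase Huh7 cells (1500/well, reduced-serum OP-MEM I plus 10% FBS) were exposed to compound for 24 hours at 37C.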
# ELG1 genotoxic: genotoxicity induction in ELG1-luciferase HEK293T cells; HEK293T ELG1-luciferase reporter, luminescence, 16 h; Potency, µM (top dose mostly 46 µM), for the others: top-dose activity change, positive = activation, hits mostly activators; 330,000 compounds, 1.3% hits; also: potency is read from the fitted curve at half-maximal effect; % of control where 0% means no effect; nearly all actives have a fitted effect of over 60% in size
#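 Genotoxic stress is detected as increased luminescence from luciferase-tagged ELG1 in HEK293T cells, measured with ONE-Glo after a 16 hr treatment at 37 °C.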
# Giardia killer: kills Giardia lamblia; 340,000 compounds, 0.15% hits; Giardia lamblia trophozoite viability; AID 540267; activity change, % at 7.66 µM, hits read low; in the data active = activity change below about -80%; inconclusive = between about -30% and that limit;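 also: parasites exposed to compound for two days anaerobically before the ATP read; % is scaled to controls: 0 for no effect and ±100 for the full control effect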
#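 Trophozoites 100 cells/well + cpd; 48 hrs, 37 deg C, anaerobic. ATPLite 1-Step added, 15-30 min RT, luminescence read (ATP-based viability).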
# * = called active by the depositor; ? = inconclusive; · = not tested or not shown; [ ] = dose if it differs, or a comment. Unless noted, calls follow the shape of the dose curve; as a rule, active = well fitted curve in the direction sought with a large enough effect; inconclusive = small, poorly fitted or top-dose-only effect, or another doubt; inactive = no such curve, though single readings can be large; an effect the other way counts as inactive or inconclusive. This is a subset (hit frequency here may not be typical).
# Every second line gives: Gal4-VP16 FLuc	BRCA1 expr act	PKM2 act	p53 reactivator	RORg inh	NPC1 prom act	FLuc modulator	Menin MLL FP TR	Rab9 promoter act	ELG1 genotoxic	Giardia killer
CCOC(=O)c1cccnc1SCc1cc(=O)n2ccccc2n1
  -7%	-39%	-3%	?	8%	19%	-1%	-1%	12%	13%	-6
O=C(c1ccc([N+](=O)[O-])cc1)N(Cc1ccc(Br)cc1)N1C(=O)CCCC1=O
  1%	0%	-17%	2%	7%	2%	-4%	-1%	10%	-3%	26
COc1cccc(NC(=O)C(=O)NCC2CCCN2S(=O)(=O)c2ccccc2)c1 (centres undefined)
  ·	?	·	14%	·	16%	15µM*	·	?	3%	9
CC[C@@]12C(=O)N(c3cccc(Cl)c3)C(=O)N1[C@H](c1cccc(C)c1)[C@@H]1C(=O)N(Cc3ccccc3)C(=O)[C@@H]12
  ·	-20%	·	2%	·	-1%	-2%	·	-4%	0%	-13
CC(NC(=O)COc1cccnc1[N+](=O)[O-])c1ccc(Cl)cc1 (centres undefined)
  -5%	1%	1%	-7%	0%	-4%	-2%	12%	-2%	-15%	?
Cc1ccc2nc(-c3ccccc3)c(-c3ccccc3)nc2c1
  -1%	2%	-1%	1%	12%	-3%	-11%	-4%	2%	-8%	7
CCCCn1nnnc1SCC(=O)c1ccc(C)c(C)c1
  2%	5%	0%	?	19%	5%	?	-10%	4%	4%	-3
O=C(CSc1nnc(-c2ccc(S(=O)(=O)N3CCCC3)cc2)o1)NCC1CCCO1 (centres undefined)
  -7%	-1%	14%	1%	20%	-4%	-2%	0%	-2%	0%	9
O=C(CSc1nnc(-c2ccncc2)o1)c1cccc([N+](=O)[O-])c1
  -3%	-34%	21%	19%	-41%	-7%	-1%	?	-5%	5%	-1
O=C1[C@@H]2CSCN2C(=O)CN1CCc1cccc(F)c1
  0%	10%	-3%	0%	-9%	15%	7%	0%	0%	2%	-19
Cc1c(C(=O)NCc2ccccc2CN2CCCC2)oc2ccccc12
  ·	-42%	·	3%	·	1%	1%	·	-2%	-2%	4
CCC(C)NC(=O)CSC1=Nc2ccccc2C2=NC(CCC(=O)NCc3ccco3)C(=O)N12 (centres undefined)
  -6%	4%	0%	-4%	1%	0%	-1%	6%	-3%	0%	1
Cc1ccnc(NC(=O)CCNS(=O)(=O)c2ccc(C)c(C)c2)c1
  ?	27%	-8%	?	10µM*	10%	4.8µM*	·	-1%	1.6µM*	-21
COc1ccc(/C=C/C(=O)c2cc(Br)ccc2OC(=O)c2ccco2)cc1OC
  ?	-3%	-9%	-38%[inhibitor]	?	1%	-4%	17%	-13%	14%	-9
CN(C)c1ccc(NC(=O)CCN2C(=O)c3cccc([N+](=O)[O-])c3C2=O)cc1
  2%	8%	1%	·	-8%	-2%	?	-10%	8%	4%	-8
CC(C)(C)c1ccc(C(=O)N2CCCC2)s1
  -1%	-17%	1%	7%	14%	-7%	15µM*	·	19%	?	-13
CCc1ccc(OCC(O)CNC(C)(C)C)cc1 (centres undefined)
  -1%	1%	-6%	-3%	-3%	0%	2%	-7%	25%	3%	8
Cc1occc1C(=O)N/N=C/c1c[nH]c2ccccc12
  -24%	44%	2%	9%	?	?	13µM*	6%	?	?	-7
COc1ccc(/C=C/C(=O)Nc2ccc3c(c2)CCC3)cc1OC
  4µM*	-7%	4%	-11%	?	0%	19µM*	?	13%	0%	30
Cc1cc(C(=O)N/N=C/c2ccc(N3CCOCC3)cc2)c(C)o1
  -1%	0%	-36%	1%	1%	27%	13µM*	3%	?	?	1
Cc1ccc(NC(=O)/C=C/c2ccc3c(c2)OCO3)nc1
  -14%	1.6µM*	-5%	·	30%	2.5µM*	2.1µM*	-13%	2.5µM*	?	-20
CC(C)[C@H](NC(=O)N1c2ccccc2NC(=O)[C@@H]1C(C)C)C(=O)N1CCC(C(=O)O)CC1
  -9%	30%	0%	14%	19%	5%	-2%	-8%	0%	-3%	-15
Cc1cc(OCc2cc(C(=O)NCCN3CCCCC3CO)no2)cc(C)c1Cl (centres undefined)
  ?	-24%	-1%	-4%	-40%	7%	4%	·	7%	-1%	-5
Fc1ccc(CSc2nncn2NCc2ccccc2)cc1
  -8%	6%	-2%	-19%	?	0%	4%	-30%	0%	-5%	13
CC(C)CNC(=O)c1cc(-c2ccc(Cl)c(Cl)c2)on1
  -5%	?	-1%	8%	12%	?	-11%	-15%	4.5µM*	12%	1
COc1cccc(-c2nnc(NC(=O)c3ccc4ncsc4c3)o2)c1
  0.56µM*	4%	-2%	?	0.56µM*	8%	?	-3%	-13%	-1%	-12
COCCCn1c(SCC(=O)Nc2nc3ccccc3s2)nnc1-c1ccoc1C
  -20%	0%	0%	-3%	24%	-3%	-17%	-14%	0%	-2%	-1
CNc1cc(C)nc(-n2nc(C)cc2C)n1
  2.5µM*	22%	-6%	?	0.63µM*	-2%	-13%	-4%	3%	-3%	4
Cc1cc(C)cc(NC(=S)Nc2ccccn2)c1
  4.5µM*	-34%	2%	?	1.1µM*	?	?	4%	?	-2%	1
COc1ccc(N2CCN(C(=O)COC(=O)c3ccc(OC(F)F)cc3)CC2)cc1
  ·	-5%	·	·	·	-6%	0%	·	-2%	1%	-2
CC1(c2ccc(Cl)cc2)NC(=O)N(CC(=O)N2CCc3ccccc3C2)C1=O (centres undefined)
  ·	0%	·	-3%	·	-6%	-6%	·	6%	-5%	-10
CC1=C/C(=N\NC(=O)c2ccc(O)cc2)CC1
  ?	8%	-5%	2%	13µM*	5%	-3%	11%	2%	0%	-6
O=C(NC(=S)N1CCN(c2ccccc2)CC1)c1c(F)cccc1F
  1.4µM*	21%	1%	-26%	0.71µM*	-4%	-2%	·	·	7%	7
O=C(NC(=S)Nc1ccc2oc(=O)ccc2c1)c1cccc(Cl)c1
  -10%	0%	0%	9%	2.8µM*	-4%	-1%	?	2%	6%	16
COc1ccc(CCNC(=S)NC(=O)c2ccc(Br)cc2)cc1OC
  ?	-29%	1%	-4%	13µM*	-4%	-9%	13%	0%	-9%	-3
COc1cc2[nH]c(=O)n(CCCC(=O)NC3CCCCC3)c(=O)c2cc1OC
  -7%	2%	-8%	0%	-21%	-1%	3%	0%	-5%	0%	5
CSc1nnc([C@@H]2CCCN2C(=O)OC(C)(C)C)o1
  -15%	-20%	0%	22%	-28%	1%	-3%	-10%	17%	-4%	-8
Cc1ccc(OCC(=O)N(Cc2ccccc2)C(C)C)c([N+](=O)[O-])n1
  -8%	-11%	4%	-3%	15%[10 µM]	-5%	1%	7%	-6%	-1%	2
Cc1ccc(SCC(=O)Nc2ccc(F)cc2[N+](=O)[O-])cc1C
  -6%	-12%	-1%	-3%	25%	-4%	-3%	-11%	-3%	-2%	5
COc1ccccc1NC(=O)C1(C)Cc2ccccc2C(=O)O1 (centres undefined)
  -6%	81%	-4%	-2%	20%	11%	-19%	-10%	-5%	3%	15
S=C1NCN(C2CCCCC2)CN1Cc1ccccc1
  3.5µM*	4%	-1%	5%	1.8µM*	-1%	-1%	-5%	-5%	2%	1
CN1C(=O)C(=O)N(CC(=O)N2CCc3ccccc32)C1=O
  -7%	-6%	23%	9%	-3%	6%	1%	-3%	-2%	0%	17
Cc1ccnc(N2CCC(C(=O)Nc3ccc4c(c3)CCC4)CC2)n1
  5%	11%	-7%	-3%	22%	-3%	-1%	7%	6%	-5%	2
O=C(Cn1ccc2ccccc2c1=O)NCCC(=O)N1CCCCC1
  5%	-33%	-6%	-1%	21%	-6%	1%	11%	-1%	0%	12
CC1(C)N=C(N)N=C(N)N1c1ccc(Oc2ccc(Cl)cc2)c(Cl)c1
  -10%	-70%	·	3%	18%	-37%[inhibitor]	0%	?	-15%[1.84 µM]	-9%	-11
CCCCC(=O)NC(c1ccccc1OC)c1ccc2cccnc2c1O (centres undefined)
  4.5µM*	-68%	5%	?	5.6µM*	-43%[inhibitor]	-1%	·	-50%[inhibitor]	1%	?
COc1ccc(NC(=O)Cn2nnc(C(=O)NCc3ccc(C)cc3)c2N)cc1Cl
  -4%	9%	18%[0.46 µM]	-10%	1%	-7%	1%	?	3%	10%	0
Fc1ccc(-c2nnn(Cc3ccc(F)cc3Cl)n2)cc1
  24%	43%	·	14%	?	22%	?	8%	21%	13%	-16
c1ccc2nc(-c3ccncc3)ccc2c1
  1%	?	-9%	10%	-40%	?	?	-6%	?	?	-7
O=C(Nc1cccc(Cl)c1)c1cc2c(=O)n3ccccc3nc2s1
  -1%	11%	-7%	0%	4%	-3%	0%	?	18%	8%	-1
